From PubChem BioAssay
Cl transport mod: KCC2 cotransporter modulators, thallium flux, primary screen, cell-based, HEK293 KCC2, FluoZin-2 fluorescence, MLSMR; Solute carrier family 12 member 5 (Homo sapiens), Q9H2X9; KCC2 cells, thallium flux FluoZin-2 fluorescence; B-score of Tl+ flux slope (higher = more flux/activation; lower = inhibition) at 10 µM; hit rate 2.2% among 190,000; AID 1456, 2008;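 active means thallium flux slope and its plate-corrected score both differing from the plate sample mean at a set confidence after two filtering rounds, in either direction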;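 further: slope of fluorescence scaled to starting intensity during 10 to 20 s after thallium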
Target sequence (Q9H2X9 whole entry, looked up): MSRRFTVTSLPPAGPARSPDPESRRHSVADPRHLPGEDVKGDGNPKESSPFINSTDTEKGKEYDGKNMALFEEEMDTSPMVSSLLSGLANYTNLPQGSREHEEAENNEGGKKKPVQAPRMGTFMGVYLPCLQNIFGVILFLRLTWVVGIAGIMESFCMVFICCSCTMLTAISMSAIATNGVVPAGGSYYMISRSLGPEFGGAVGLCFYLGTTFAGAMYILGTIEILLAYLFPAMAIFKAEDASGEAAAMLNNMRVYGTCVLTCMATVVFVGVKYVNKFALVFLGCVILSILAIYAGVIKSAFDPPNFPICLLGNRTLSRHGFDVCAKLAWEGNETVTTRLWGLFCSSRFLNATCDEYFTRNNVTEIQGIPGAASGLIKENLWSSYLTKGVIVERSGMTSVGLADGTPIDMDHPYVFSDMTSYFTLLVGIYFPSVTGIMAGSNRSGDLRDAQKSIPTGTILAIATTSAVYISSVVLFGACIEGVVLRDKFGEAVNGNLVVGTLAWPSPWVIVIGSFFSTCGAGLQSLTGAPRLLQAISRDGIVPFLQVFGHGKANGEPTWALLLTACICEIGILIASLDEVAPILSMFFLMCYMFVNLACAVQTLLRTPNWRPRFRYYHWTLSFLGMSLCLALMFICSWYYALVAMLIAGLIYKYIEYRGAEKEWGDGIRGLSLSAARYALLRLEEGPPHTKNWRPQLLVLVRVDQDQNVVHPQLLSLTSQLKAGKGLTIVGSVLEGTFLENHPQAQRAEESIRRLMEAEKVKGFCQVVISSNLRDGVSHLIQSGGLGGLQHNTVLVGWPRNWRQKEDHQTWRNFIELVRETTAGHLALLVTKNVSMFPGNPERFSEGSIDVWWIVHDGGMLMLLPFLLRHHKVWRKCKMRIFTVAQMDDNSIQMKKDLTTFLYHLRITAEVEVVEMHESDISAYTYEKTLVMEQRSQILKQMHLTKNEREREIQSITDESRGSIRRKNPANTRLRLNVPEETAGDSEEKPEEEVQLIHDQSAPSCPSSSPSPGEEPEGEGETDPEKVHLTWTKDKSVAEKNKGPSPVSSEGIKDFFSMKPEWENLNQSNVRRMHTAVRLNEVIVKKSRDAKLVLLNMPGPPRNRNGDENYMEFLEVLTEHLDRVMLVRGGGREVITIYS
FXIa inh: human FXIa protease inhibitors, primary screen, biochemical, 1536-well; Coagulation factor XI (Homo sapiens), P03951; purified FXIa, Boc-Glu-Ala-Arg-AMC fluorogenic substrate; inhibition, % at 5 µM; hit rate 0.14% among 220,000;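 active means inhibition of at least 40%; inactive means inhibition below 40%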;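 further: fluorescence of freed AMC excited at 355 nm; 0% = enzyme without compound and 100% = no enzyme blank; many of its hits are not listed in these tables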
Thrombin inh: human alpha-thrombin inhibitors, primary screen, counter-screen for coagulation protease inhibitor project, biochemical, 1536-well, fluorogenic AMC substrate; hit rate 0.26% among 220,000; AID 1046, 2008; Boc-VPR-AMC fluorogenic substrate cleavage; inhibition, % at 5 µM;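 active means inhibition at or above 40%; inactive means inhibition below 40%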;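 further: 0% = enzyme with no compound and 100% = wells without enzyme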
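Assay system: human alpha-thrombin enzyme. Reagent: Boc-VPR-AMC substrate, 15 µM final. Compound dosing: one concentration per compound, 5 µM, with 0.2% DMSO. Incubation: room-temperature reaction. Technique: AMC fluorescence, 355/460 nm. Measure: % inhibition relative to enzyme controls and enzyme-free blanks.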
Hck Nef HTS: inhibitors of Nef-activated human Hck kinase, primary screen, biochemical, Z-Lyte FRET, 384-well, Hck-YEEI; hit rate 0.68% among 220,000; Recombinant Hck-YEEI plus Nef, Z-Lyte FRET kinase assay; inhibition, % at 20 µM;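 active means Hck-Nef kinase inhibition above about 50%, limit read from the data; inactive means inhibition below that limit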;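 further: 0% = DMSO with Hck plus Nef and 100% = Hck alone without Nef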
hK5 inh: human KLK5 protease inhibitors, primary screen, biochemical, 1536-well; Kallikrein-5 (Homo sapiens), Q9Y337; recombinant hK5, fluorogenic AMC substrate cleavage; inhibition, % at 5 µM; hit rate 0.59% among 210,000;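 active means inhibition of 40% or more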;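 further: 0% = enzyme controls without compound and 100% = no-enzyme blanks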
Rad51 HR inh: human RAD51 strand exchange inhibitors, primary screen, biochemical, fluorescence; DNA repair protein RAD51 homolog 1 (Homo sapiens), Q06609; hRad51 DNA strand exchange, fluorescence dequenching; inhibition, % at 10 µM; hit rate 0.085% among 200,000;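 active means inhibition above 40% at the single screening dose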;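 further: 0% = DMSO control wells and 100% = blanks with heterologous ssDNA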
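material = hRad51 filaments on single-stranded DNA | reagent = Donor/quencher-labelled 47-bp dsDNA substrate | compound = 10 µM final, single point | schedule = strand-exchange reaction 15 min at room temperature | measured by = fluorescein emission 520 nm, excitation 485 nm | read-out basis = % inhibition versus plate control and blank means | benchmarks = plate controls and plate blanks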
FXIIa inh 1536: human FXIIa protease inhibitors, primary screen, biochemical, 1536-well; Coagulation factor XII (Homo sapiens), P00748; purified FXIIa, Boc-QGR-AMC fluorogenic substrate, 2 h; inhibition, % at 5 µM; hit rate 0.3% among 220,000; AID 800, 2007; in the data active means inhibition above about 40%;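 further: 0% = enzyme with no compound and 100% = blank without enzyme; many of its hits are not listed in these tables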
TNF necrop inh: inhibitors of TNF-alpha triggered necroptosis, primary screen, cell-based, Jurkat FADD-/-, single concentration | Jurkat FADD-/- TNF necroptosis rescue, ATP luminescence, 24 h; 0 = TNF only, 100 = no-TNF cells | activation (protection from cell death), % at 10 µM | hit rate 0.068% among 220,000 | AID 463075, 2010;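 active means activation, meaning protection from cell death, of at least 50% relative to plate controls; inactive means activation below 50%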;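 further: necroptosis triggered by 40 ng/mL TNF-alpha added together with compound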
L929 necroptosis: inhibitors of zVAD-triggered necroptosis, primary screen, L929 cells. hit rate 0.38% among 220,000. L929 zVAD necroptosis rescue, ATP luminescence, 24 h; with zVAD 60 µM. viability rescue, % at 10 µM. AID 1377, 2008;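 active means activation, scaled between plate controls, above about 75%, limit read from the data; inactive means activation under that limit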;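 further: 0% = zVAD with DMSO and 100% = DMSO alone without zVAD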
Numbers without * were called inactive; x = no result given. Some of the compounds tested; the hit share may differ from the screen's.

SMILES,Hck Nef HTS,Thrombin inh,TNF necrop inh,FXIIa inh 1536,hK5 inh,Rad51 HR inh,L929 necroptosis,Cl transport mod,FXIa inh
COc1n[nH]c(C(=O)NCc2ccccc2)c1[N+](=O)[O-],16,x,0.8,2,-4,3,2.4,0.41,1
CSC(=Nc1cccc(C)c1)NC#N,-1,-6,0.6,-3,-9,x,1.4,-0.55,-9
CC(C)c1nnc(SCC(=O)NCc2ccc3c(c2)OCO3)n1C,6,0,-1.3,15,-10,5,0.4,-0.26,8
CC(c1ccon1)N(C)C(=O)c1ccc(OC2CCN(C(=O)C3CC3)CC2)cc1 (stereo not drawn),17,-9,-0.3,3,1,-10,1.3,1.1,-3
CCc1ccc(C(=O)COC(=O)[C@@H](NC(N)=O)[C@@H](C)CC)cc1,5,-3,-0.5,7,0,-4,0.3,0.21,-2
C=CCn1c(C(C)NC(=O)c2ccccc2)n[nH]c1=S (stereo not drawn),2,-3,-0.1,5,14,9,0.2,x,-10
CCOC(=O)c1ccc(NC(=O)c2ccccc2[N+](=O)[O-])cc1,-5,-4,1.7,8,-12,10,0.1,-1.8,6
COc1ccccc1CCC(=O)Nc1ccc(C)cc1Cl,28,-11,-0.6,11,3,-5,2.4,-0.67,0
CCOC(=O)c1ccccc1NC(=O)c1cccc(F)c1,0,7,0.9,25,1,x,0.1,x,19
Cc1cc(C(=O)Nn2c(-c3ccncc3)nc3ccccc3c2=O)ccc1[N+](=O)[O-],22,-7,-0.4,10,1,2,2.9,0.87,-1
COc1ccc(C(NC(=O)/C=C/c2ccco2)c2ccc(OC)c(OC)c2)cc1OC,5,5,2.1,10,-20,x,0.2,0.18,10
COc1ccc(NC(=O)Cc2ccc(C)c(C)c2)cc1Cl,15,-2,1.6,1,-10,18,4.8,0.39,-4
O=[N+]([O-])c1cccc2c(N3CCOCC3)ccnc12,13,-1,-2.0,9,x,x,1.3,-1.1,-1
NC12CC3CC(C1)CC(CC(=O)O)(C3)C2,-18,-7,0.0,0,-4,2,2.0,0.75,-7
Cc1nc(=O)c(-c2ccccc2)c(C)n1CC1CCCO1 (stereo not drawn),1,15,1.8,5,74*,-2,0.2,-0.032,0

(list continues)
SMILES,Hck Nef HTS,Thrombin inh,TNF necrop inh,FXIIa inh 1536,hK5 inh,Rad51 HR inh,L929 necroptosis,Cl transport mod,FXIa inh
CCc1c(C)c2ccc(OCC(N)=O)cc2oc1=O,0,-3,-1.8,23,-8,-6,0.6,0.035,17
CC(C)N1C(=O)c2ccccc2N(Cc2ccccc2)S1(=O)=O,3,-3,0.3,6,0,1,-0.2,-0.026,2
COc1ccccc1CNC(=O)COC(=O)Cc1ccc(Cl)cc1,0,-16,1.0,12,-7,5,0.5,-1.1,-1
CCOC(=O)CSc1nc2ccccc2c(=O)n1CC1CCCO1 (stereo not drawn),-1,11,-0.3,-10,23,-5,-0.1,-0.068,0
O=C1C=C(Nc2ccccc2C(=O)O)c2ccccc2C1=O,27,-3,-7.5,3,2,x,-0.9,0.14,0
O=C(NCCCN1CCOCC1)C1Cc2c(ccc3ccccc23)O1 (stereo not drawn),23,-6,2.0,2,-5,3,1.0,0.29,-5
N=c1n(CCN2CCCCC2)c2ccccc2n1CC(O)c1ccco1 (stereo not drawn),15,-5,2.0,-1,-1,7,-0.4,-0.14,-4
Cc1cc(C)n(CC(=O)Nc2ccccc2)n1,1,1,-0.8,9,-18,-2,0.1,0.4,1
COc1ccc2c(c1)N(S(=O)(=O)c1ccccc1)CCC2=O,4,-2,0.9,10,-7,x,-0.6,-0.0046,5
O=C(CCc1ccccc1)Nc1ccc(F)c([N+](=O)[O-])c1,14,-9,1.6,6,-7,-6,2.0,-0.62,-2
CC/C(=N\NC(=O)c1ccoc1C)c1ccc(C)o1,1,-6,4.1,0,-10,4,3.5,1.8,-2
CCCn1nnnc1SCC(=O)Nc1ccc(F)cc1,1,-3,1.8,7,-20,-9,-0.1,0.056,-5
Cc1ccc(S(=O)(=O)c2cc3ccccc3oc2=Nc2ccc3c(c2)OCCO3)cc1,1,-2,0.6,12,-18,8,0.6,-1.1,3
C=CCSC1=N/C(=C\C=C\c2ccco2)C(=O)S1,5,0,-4.2,15,-33,-16,3.9,x,3
NS(=O)(=O)c1ccc(CCn2c(=S)[nH]c3ccc(F)cc3c2=O)cc1,21,-6,0.2,5,9,-7,1.0,3.1*,-5

Next part.
SMILES,Hck Nef HTS,Thrombin inh,TNF necrop inh,FXIIa inh 1536,hK5 inh,Rad51 HR inh,L929 necroptosis,Cl transport mod,FXIa inh
O=C(CN1C(=O)c2ccc([N+](=O)[O-])cc2C1=O)Nc1nccs1,20,1,-0.4,6,1,x,-0.1,0.033,2
O=C(c1cccc(S(=O)(=O)Nc2ccccc2F)c1)N1CCN(c2ccccc2F)CC1,-1,-4,-1.3,8,19,-3,-0.6,-0.73,0
C/C(=C\C(=O)c1ccccc1)NNc1nc2ccccc2s1,0,4,-4.1,18,12,-7,-0.2,-1.4,-10
O=C(NCC1OCCc2ccccc21)c1ccco1 (stereo not drawn),1,-2,-0.6,8,-22,-2,-0.2,-0.27,-3
CC(=O)Nc1nc(=O)c2ccccc2s1,1,-9,-0.9,13,-11,1,-0.1,-0.073,-2
Cc1cc(C)n(-c2nc3ccccc3nc2N2CCN(C(=O)c3ccccc3)CC2)n1,11,2,-1.2,28,-10,7,0.2,0.39,22
CCSCCOC(=O)C1=C(C)N(C)C(=O)NC1c1cc(OC)ccc1OC (stereo not drawn),-15,4,4.6,9,-8,-11,-1.3,4.2*,2
O=C(CN1CCOCC1)N1CCN(c2ccc([N+](=O)[O-])cc2)CC1,22,10,0.9,8,-2,2,2.5,-0.25,-5
CCn1c(=O)cc(OCC(=O)NCc2cccs2)c2ccccc21,26,-4,-1.7,11,5,-1,5.2,0.029,-1
C=CCN1C(=O)/C(=C/c2ccc(N(C)C)cc2)S/C1=N\c1nnc(CC)s1,2,8,2.4,20,6,x,0.4,0.65,-12
CC(C)(C)N1C(=O)c2ccccc2NC(=O)N1Cc1ccccc1,2,0,0.2,7,8,-8,-0.4,0.11,-5
Cc1cc2cc(C)c3nnc(SCC(=O)N4CCc5ccccc54)n3c2cc1C,1,-6,-2.9,12,20,0,0.1,x,-1
NC(=O)NCc1cccs1,21,-12,0.7,4,2,-63,-0.8,0.57,1
Cc1ccc(C(=O)O/N=C2/CC3CCC2(C)[C@@]3(C)CBr)cc1 (stereo partly drawn),16,-4,1.0,8,1,x,1.8,-0.39,2
COc1cccc(/C=C2\SC(=O)NC2=O)c1OCc1ccc(C(=O)O)cc1,20,-7,0.0,5,-6,9,2.7,-0.19,6

(further entries)
SMILES,Hck Nef HTS,Thrombin inh,TNF necrop inh,FXIIa inh 1536,hK5 inh,Rad51 HR inh,L929 necroptosis,Cl transport mod,FXIa inh
Cc1cc(C)nc(SCC(=O)Nc2ncc(C(F)(F)F)cc2Cl)n1,2,-14,2.3,3,-9,-7,-1.0,0.55,-8
O=C(NC(=S)N1CCN(c2ccc(C(F)(F)F)cc2[N+](=O)[O-])CC1)c1cccs1,1,-6,1.1,16,-7,0,0.3,64*,3
c1ccc(-n2nnnc2NCCc2c[nH]c3ccccc23)cc1,0,-1,-11,15,-8,-7,0.3,x,3
CCOc1ccccc1N(CC(=O)N/N=C(\C)c1cccc(Br)c1)S(C)(=O)=O,-1,0,-0.7,1,-23,-3,0.9,0.59,8
CC1(C)CC(=O)C2=C(C1)NC(SCC(N)=O)=C(C#N)C21CCCCC1,0,-5,-4.7,-13,1,-3,0.1,-1.1,-11
CCOc1ccc(-n2c(=O)[nH]cc(C(=O)N3CCCc4ccccc43)c2=O)cc1,1,1,0.0,-3,4,-4,1.4,x,0
Cn1nc(-c2ccccc2)c2nc3ccccc3nc21,-2,-1,2.1,8,-23,-104,1.5,x,2
COc1cc(O)c(C(CCN2CCCC2)c2ccc3c(c2)OCO3)c(OC)c1 (stereo not drawn),23,0,3.9,7,0,0,-0.1,0.52,0
CCc1nc(SCC(=O)Nc2c(C)n(C)n(-c3ccccc3)c2=O)n[nH]1,0,6,-0.6,18,-18,-8,0.9,x,7
CC1Cc2ccccc2N1S(=O)(=O)c1cnc(Cl)c(Br)c1 (stereo not drawn),6,-6,-0.4,3,-2,x,0.0,1,2
O=C(CN1CCN(S(=O)(=O)c2ccc(Br)cc2)CC1)Nc1ccc(F)cc1F,0,4,1.0,15,0,2,-0.1,x,1
Cc1ccc(S(=O)(=O)N2CCOCC2)cc1NC(=O)CSc1cccc[n+]1[O-],1,-2,-1.6,5,1,0,0.5,1.5,1

Individual results from above.
For Rad51 HR inh, COc1cccc(/C=C2\SC(=O)NC2=O)c1OCc1ccc(C(=O)O)cc1 has 9
For L929 necroptosis, O=C(CCc1ccccc1)Nc1ccc(F)c([N+](=O)[O-])c1 has 2.0
